Screens: PubChem BioAssay, several laboratories
CSN inh – CSN deneddylation inhibition. 360,000 compounds, 0.38% hits. AID 651999. inhibition, % at 12.5 µM. Purified CSN, SCF-Nedd8-OG deneddylation, fluorescence polarization. Q92905;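 active = pattern-corrected inhibition above about 35%, with an unprinted fluorescence ratio check between 0.5 and 1.5, limit read from the data, passing the limit was not always enough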;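 also: 0% = enzyme with substrate and 100% = substrate without enzyme; some results filed as inactive read as strong as hits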
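Schedule: reaction 90 min, room temperature / Assay system: HEK293T-derived human Csn5 enzyme / Input: Csn5 at 0.24 nM final / Measure: inhibition of Csn5 cleavage, % / Control set: substrate-only high control, full reaction low control / Technique: fluorescence polarization of the substrate / Buffer or medium: Tris/NaCl/DTT buffer, pH 7.5 / Reagent: SCFSkp2-Nedd8OG substrate at 10 nM final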
DNMT1 inh – inhibitors of human DNMT1; 360,000 compounds, 0.83% hits; inhibition (reported as % activation of signal), % at 10 µM; DNMT1 molecular beacon, Hinp1I cleavage, fluorescence; AID 588458; P26358; in the data active = inhibition above about 50%
LMPTP block – LMPTP (human) inhibition; inhibition, % at 20 µM; P24666; 360,000 compounds, 0.22% hits; recombinant LMPTP-A, OMFP fluorogenic substrate, fluorescence intensity;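 active = compounds that cut the enzyme signal by at least half of the control window in the single-dose screen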;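 also: plate controls were DMSO wells with enzyme plus substrate for no effect and substrate without enzyme for full effect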
Target sequence (P24666 whole entry, looked up): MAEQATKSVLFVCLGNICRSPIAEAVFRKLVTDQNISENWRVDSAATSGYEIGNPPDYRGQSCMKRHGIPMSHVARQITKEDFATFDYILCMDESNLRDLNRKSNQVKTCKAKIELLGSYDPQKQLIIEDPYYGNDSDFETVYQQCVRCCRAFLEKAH
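test system = LMPTP-A | amount = 0.625 nM LMPTP-A final | reagent = fluorogenic phosphatase substrate OMFP at 400 µM final | incubation = 50 min at room temperature | benchmarks = no-enzyme low control, uninhibited high control | medium = Bis-Tris pH 6.0, DTT, detergent | signal = fluorescence intensity of OMFP turnover product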
Rpn11 inh – inhibitors of human proteasome Rpn11. 360,000 compounds, 0.59% hits. calls only at 20 µM. O00487. human 26S proteasome, Ub4-pepOG fluorescence polarization; 20S core pre-blocked with epoxomicin;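 active = inhibition at 20 µM, scaled to each plate's controls, above about 33%, limit read from the data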
Target sequence (O00487 whole entry, looked up): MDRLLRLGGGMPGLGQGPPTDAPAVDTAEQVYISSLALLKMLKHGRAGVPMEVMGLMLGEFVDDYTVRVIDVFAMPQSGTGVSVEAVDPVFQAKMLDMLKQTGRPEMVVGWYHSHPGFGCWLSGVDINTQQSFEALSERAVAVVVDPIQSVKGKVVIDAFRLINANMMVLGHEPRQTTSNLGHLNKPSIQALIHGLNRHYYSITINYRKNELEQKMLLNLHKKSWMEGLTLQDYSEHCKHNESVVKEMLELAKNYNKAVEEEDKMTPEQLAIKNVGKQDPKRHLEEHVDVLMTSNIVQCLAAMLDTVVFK
SUMO1-SIM PPI – alters human SUMO1 binding to SIM partners; inhibition, % at 20 µM; 360,000 compounds, 0.33% hits; AID 602429; P63165; SUMO1 binding to a labelled peptide, TR-FRET, 1 h; in the data active = inhibition above about 37%
Target sequence (P63165 whole entry, looked up): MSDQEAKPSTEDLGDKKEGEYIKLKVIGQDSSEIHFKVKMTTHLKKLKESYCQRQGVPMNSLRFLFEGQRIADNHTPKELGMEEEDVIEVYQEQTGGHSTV
STEP block – STEP (human) phosphatase inhibition. inhibition, % at 20 µM. recombinant STEP, OMFP fluorogenic substrate, fluorescence. 360,000 compounds, 0.25% hits. AID 588621. P54829;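 active = inhibition at 20 µM, scaled per plate between control wells, above about 37%, limit read from the data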;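 also: 0% = DMSO with enzyme and substrate and 100% = substrate only without enzyme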
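System: STEP (striatal-enriched tyrosine phosphatase) enzyme, cell-free; medium: Bis-Tris pH 6.0 buffer with DTT, detergent; dosing: 20 µM, 1% DMSO; times: reaction 20 min, ambient temperature; detection: fluorescence, 480/540 nm; read-out basis: normalized % inhibition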
NadD block – inhibitors of Staphylococcus aureus NadD. purified NadD enzyme, colorimetric absorbance read-out. inhibition, % at 20 µM. 360,000 compounds, 0.78% hits; in the data active = inhibition above about 26%; also: some compounds past the cut are filed as inactive
Scp1 inh – inhibitors of human Scp-1 phosphatase | Q9GZU7 | Recombinant Scp1, phosphopeptide, malachite green phosphate absorbance | inhibition, % at 20 µM | 340,000 compounds, 0.88% hits;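 active = inhibition above about 50% at 20 µM, limit read from the data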;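 also: plate controls were DMSO wells with enzyme for no effect and wells lacking enzyme for full effect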
Target sequence (Q9GZU7 76-261 limits assumed): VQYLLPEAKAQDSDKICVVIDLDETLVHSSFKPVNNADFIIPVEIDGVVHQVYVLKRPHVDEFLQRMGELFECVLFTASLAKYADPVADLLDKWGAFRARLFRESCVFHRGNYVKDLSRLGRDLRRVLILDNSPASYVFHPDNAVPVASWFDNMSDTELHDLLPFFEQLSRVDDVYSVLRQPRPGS
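assay system = SCP-1 phosphatase catalytic domain, residues 76-261 | buffer or medium = 50 mM Tris acetate pH 5.5, 0.005% Tween-20, 10 mM MgCl2 | incubation = enzyme reaction 45 min at room temperature, colour 5 min, stabilisation 30 min | signal = Phosphate-binding colour reagent, absorbance read at 630 nm | measure = % inhibition at 20 µM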
MsrA inh – bovine MsrA inhibition; purified bovine MsrA, absorbance read-out; inhibition, % at 15.5 µM; 360,000 compounds, 0.75% hits; in the data active = inhibition above about 4.5%;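 also: 0% = vehicle wells with enzyme and 100% = reference inhibitor wells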
TbMetRS inhib – Trypanosoma brucei MetRS inhibition; purified T. brucei MetRS, ATP depletion, Kinase-Glo luminescence; inhibition, % at 11.9 µM; 360,000 compounds, 0.4% hits; AID 624268;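 active = inhibition above a per-plate cutoff of the control wells' mean inhibition plus 3 SD, cut at about 5.5% in these data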;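 also: 0% = DMSO wells median and 100% = median of wells with control inhibitor compound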
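Test system – parasite MetRS enzyme · Reagent – substrates ATP, L-methionine and bulk Escherichia coli tRNA · Doses – 11.9 µM compound single dose, 0.9% DMSO · Times – 15 min enzyme-compound preincubation, 2 h reaction, 10 min detection, 25 °C · Signal – Kinase-Glo luminescence, ATP depletion format · Controls – DMSO-only wells as low control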
* hit, by the source's call; i = inactive; / = no result given.

SMILES	CSN inh	DNMT1 inh	LMPTP block	Rpn11 inh	SUMO1-SIM PPI	STEP block	NadD block	Scp1 inh	MsrA inh	TbMetRS inhib
Cc1ccc(NS(=O)(=O)c2ccccc2Cl)c2c1CC(C)(C)O2	4	2	2.1	i	-2	0	-14	-10	0.1	-0.2
CN(Cc1ccccc1)C(=O)C1CCCN1S(=O)(=O)c1ccc2c(c1)n(C)c(=O)c(=O)n2C (centres undefined)	5	2	-2.0	i	1	0	-2	-2	2.4	-1.1
O=C(CC1SC(=Nc2ccccc2)N(Cc2ccccn2)C1=O)Nc1ccc(Br)cc1 (centres undefined)	8	-29	4.9	i	1	-3	19	-2	0.6	19*
CCOC(=O)c1c(C)n(-c2ccc(OC)cc2)c2ccc(O)c(CN(C)C)c12	3	0	-1.1	i	-3	-3	-5	-1	-0.3	-0.4
CCOc1ccc(CCNC(=O)COC(=O)c2ccco2)cc1OCC	2	4	-1.3	i	3	1	-3	-7	0.5	-0.5
Cc1ccc(N/N=C(\C#N)C(=O)c2ccsc2)cc1	-1	0	1.0	i	-11	6	-9	-42	0.0	-0.2
O=C(NCCc1cccnc1)C1CCC(=O)N(Cc2cccc(C(F)(F)F)c2)C1 (centres undefined)	-3	3	0.0	i	-2	0	1	-3	-0.8	0.5
Cc1cccc(OCC(=O)NC(C)C(=O)N/N=C/c2c(OCc3ccccc3)ccc3ccccc23)c1 (centres undefined)	-4	-5	4.7	i	1	2	5	-13	/	-0.2
CCCCc1c(C)c(C#N)c2[nH]c3ccccc3n2c1=O	1	-11	2.6	i	6	-2	-1	6	0.2	0.6
Cc1c(=O)n(OCc2ccccc2)c2ccccc2[n+]1[O-]	-1	-1	-1.6	i	-19	2	-1	1	-0.3	-1.4
COc1ccc(-c2nnc(SCC(=O)Nc3ccc(Cl)cc3)n2C)cc1	0	3	-0.1	i	1	-6	4	-3	-1.3	0.5
Cc1nnc2n(c1=O)C(CS(=O)(=O)c1ccc3ccccc3c1)CS2 (centres undefined)	1	0	-2.0	i	2	13	-3	-8	2.4	-0.8
CC/C(=N/OC(=O)c1cccc(C)c1)C(=O)c1cccs1	0	2	2.3	i	-4	-1	-10	-9	-0.2	0.6
CCCS(=O)(=O)N1CCCC(C(=O)NCc2ccc3c(c2)OCO3)C1 (centres undefined)	-1	7	-1.6	i	-1	-1	-24	-2	-0.6	-1.3
Cc1ccc(C(=O)CC(=O)c2ccccc2)cc1	1	-3	4.0	i	-10	3	-1	-12	-0.1	0.1

3 compounds from above, reduced to Scp1 inh and Rpn11 inh.
| compound | Scp1 inh | Rpn11 inh |
| --- | --- | --- |
| Cc1ccc(N/N=C(\C#N)C(=O)c2ccsc2)cc1 | -42 | i |
| O=C(NCCc1cccnc1)C1CCC(=O)N(Cc2cccc(C(F)(F)F)c2)C1 (centres undefined) | -3 | i |
| Cc1cccc(OCC(=O)NC(C)C(=O)N/N=C/c2c(OCc3ccccc3)ccc3ccccc23)c1 (centres undefined) | -13 | i |

(further entries)
SMILES	CSN inh	DNMT1 inh	LMPTP block	Rpn11 inh	SUMO1-SIM PPI	STEP block	NadD block	Scp1 inh	MsrA inh	TbMetRS inhib
COCCNC(=O)Cn1nc(C(F)(F)F)c(Cl)c1C	4	-3	0.4	i	0	-3	-6	-2	-1.3	-1.3
CCCCN(C)CCCNC(=O)C1CC(=O)N(Cc2ccc(OC)cc2)C1 (centres undefined)	2	0	0.0	i	0	-2	4	1	-1.1	-0.2
Clc1ccc(NN(Cc2ccncc2)c2ccc(Cl)cc2)cc1	-1	-17	4.1	i	4	-2	0	/	-1.1	0.1
COc1ccccc1N(C)S(=O)(=O)c1ccc(C(=O)Nc2nnc(C)s2)cc1	2	2	-0.7	i	5	-1	3	4	0.2	-0.3
COc1cc(OC)c(C(=O)OCC(=O)Nc2cc(C)on2)cc1OC	-2	-4	1.1	i	4	2	-1	-1	1.8	-1.1
Cc1cccc(OCC(=O)NNC(=O)C2CCN(c3ncnc4sc(C)c(C)c34)CC2)c1	-1	-1	0.1	i	5	0	4	1	-0.9	-0.5
CC1CCC2(CC1)NC(=O)N(NC(=O)CSc1nnc(NC3CC3)s1)C2=O (centres undefined)	0	2	-1.3	i	-4	0	1	-5	1.0	-0.4
CCOC(=O)C1=C(C)NC(=O)C(C#N)C1c1ccncc1 (centres undefined)	1	3	-1.5	i	-3	2	-1	-7	0.1	0.3
O=C(CCN1CCC2CCC(C2)C1)c1ccccc1 (centres undefined)	1	-2	-2.2	i	-7	-2	2	0	-0.9	-0.1
CCn1c(C)cc(/C=C2\NC(=O)N(CC(=O)Nc3cccc(C)c3)C2=O)c1C	10	-24	0.6	i	-11	4	43*	1	3.7	0.2
NS(=O)(=O)c1ccc(N=Nc2c(O)[nH]c3ccc(Br)cc23)cc1	1	2	4.6	i	-2	-2	10	-8	-0.4	2.2
Cc1ccc(C(=O)N/C(=C/c2cccnc2)C(=O)O)cc1	0	1	-1.5	i	-1	-2	-8	1	0.5	-0.3
COC(=O)c1ccccc1N1C(=O)C2C(C1=O)C1C=CC2C12CC2 (centres undefined)	2	3	0.2	i	0	-1	-5	-4	-0.2	-1.6
O=C(c1cc2sccc2n1Cc1ccc(F)cc1)N1CCN(c2nc3ccccc3s2)CC1	2	-3	3.7	i	-2	1	55*	13	-0.2	-0.2
CC1(c2nnc(Cc3ccccc3)o2)CC(c2cccc(F)c2)=NO1 (centres undefined)	-3	3	-1.4	i	0	0	-5	-2	-1.4	-0.2
CCOc1ccc(NC(=O)C(C)C(Cc2ccc(C)cc2)C(=O)O)cc1 (centres undefined)	4	2	-2.2	i	0	0	-5	-7	-1.6	-1.0
Cc1ccc(OCCN(C)C(=O)CC2C(=O)NCCN2CC(C)(C)C)cc1 (centres undefined)	1	-11	-1.1	i	3	2	-1	-12	0.1	-0.1
Cc1c(C(=O)/C=C/c2ccccc2F)c2cc(O)ccc2n1C	3	-6	1.4	i	0	0	2	/	0.9	-0.1
COC(=O)c1c(NC(NC(=O)C(C)(C)C)C(Cl)(Cl)Cl)sc2c1CCC2 (centres undefined)	0	-9	3.5	i	6	3	-3	-11	-0.1	-0.3
O=C(NC1CC1)c1cc(-c2ccc(Br)cc2)nc2ccccc12	-1	0	0.9	i	-8	2	2	-8	1.1	-0.3
CN(CC(=O)Nc1c(Cl)cccc1Cl)C(=O)c1ccc(-n2cncn2)c([N+](=O)[O-])c1	2	1	-0.3	i	-26	1	1	-2	-1.4	0.7
CC(=O)Nc1sc2c(c1C#N)CCC2	0	0	-0.7	i	1	5	-6	-9	0.7	-1.1
CN(C)S(=O)(=O)c1cccc(NC(=O)c2cccc(S(=O)(=O)N3CCCCCC3)c2)c1	0	-10	3.0	i	-4	-1	-16	-5	-0.3	-0.5
c1ccc2nc(SCc3cn4ccccc4n3)cnc2c1	11	-1	1.8	i	-11	2	0	11	0.5	-0.2
O=C(c1cc2cc(F)ccc2[nH]1)N1CCc2ccccc21	-2	-3	-3.1	i	4	0	4	-10	1.0	0.2
CCc1nc(C(N)=O)c2[nH]c(=O)n(-c3ccc(OC)cc3OC)c2n1	-1	0	-1.1	i	-1	-1	3	-4	/	-0.1
CC(C)CC(C(=O)OCC(=O)c1c(N)n(C)c(=O)n(C)c1=O)N1C(=O)C2CC=CCC2C1=O (centres undefined)	-1	0	-1.4	i	17	0	-3	-3	0.1	-0.4
Cc1cc(OCC(O)CNC(C)c2ccccc2)ccc1C(C)C (centres undefined)	-2	-5	-1.7	i	-4	-1	-10	0	-1.4	1.6
Cc1ccc2c(c1)N(C(C)C(=O)NCc1ccccn1)C(=O)CO2 (centres undefined)	3	2	-1.7	i	-4	0	-8	-9	-1.0	0.3
Cc1sc2ncnc(SCC(=O)N(C)C3CCS(=O)(=O)C3)c2c1C (centres undefined)	0	0	-1.3	i	10	3	4	-6	-0.8	0.5

Shown as a hit in NadD block, among the entries above:
| SMILES | CSN inh | DNMT1 inh | LMPTP block | Rpn11 inh | SUMO1-SIM PPI | NadD block | Scp1 inh | MsrA inh | TbMetRS inhib |
| --- | --- | --- | --- | --- | --- | --- | --- | --- | --- |
| CCn1c(C)cc(/C=C2\NC(=O)N(CC(=O)Nc3cccc(C)c3)C2=O)c1C | 10 | -24 | 0.6 | i | -11 | 43* | 1 | 3.7 | 0.2 |
| O=C(c1cc2sccc2n1Cc1ccc(F)cc1)N1CCN(c2nc3ccccc3s2)CC1 | 2 | -3 | 3.7 | i | -2 | 55* | 13 | -0.2 | -0.2 |

New compounds follow:
SMILES	CSN inh	DNMT1 inh	LMPTP block	Rpn11 inh	SUMO1-SIM PPI	STEP block	NadD block	Scp1 inh	MsrA inh	TbMetRS inhib
Cc1cccc(CCNC(=O)CCS(=O)(=O)c2ccc3nc(C)sc3c2)c1	0	-2	-0.9	i	2	1	1	-4	0.0	0.6
CCOC(=O)c1ccc(N/C(=N\S(=O)(=O)c2ccc(F)cc2F)c2ccccc2)cc1	-14	3	0.6	i	3	0	-4	-2	0.7	-0.8
O=C(CSc1nnc(-c2cccs2)n1-c1cccc(Cl)c1)c1cccc2c1OCCO2	0	-5	2.9	i	-16	5	16	-5	-0.7	-0.1
NC(=O)CNc1ncc(C(F)(F)F)cc1Cl	1	-2	-0.8	i	0	-5	13	-3	2.0	0.6
O=C(NCCc1cccc(Cl)c1)C1CCC(=O)N(Cc2ccc(Cl)cc2)C1 (centres undefined)	-3	-1	1.4	i	-3	-2	-5	-5	1.3	-0.1
CC(OC(=O)C1=Cc2ccccc2OC1)C(=O)NCc1ccco1 (centres undefined)	3	4	0.0	i	-13	-4	-9	-9	0.1	0.0
O=C(O)C1C2C=CC(C2)C1C(=O)NCCc1ccccc1 (centres undefined)	0	2	-0.6	i	3	-4	1	-6	-1.0	-0.6
CC1CCN(c2c([N+](=O)[O-])c(=O)oc3ccccc23)CC1	0	1	-1.4	i	0	53*	4	-8	1.4	0.2
Cc1cc(C)cc(-n2cc[nH]c2=S)c1	-9	0	-1.1	i	2	0	-2	-9	0.8	0.3
CCOC(=O)CC1(CC(=O)OCC)NC(=O)c2c(C)sc(C(=O)OCC)c2N1	-2	0	-0.1	i	0	2	0	2	1.2	-0.9
O=C(COC(=O)CCc1nc2ccccc2c(=O)[nH]1)Nc1ccc(N2CCOCC2)cc1	0	3	-1.2	i	3	2	0	-9	-0.3	-0.2
COC(C/C=C\[C@H](O)COCc1ccccc1)OC	-1	2	-0.4	i	-2	-2	-2	-6	0.3	-0.3
COc1cccc(CNC(=O)COC(=O)CN2C(=O)NC3(CCCCC3C)C2=O)c1 (centres undefined)	2	0	-1.2	i	-4	-2	-3	-4	-0.9	0.1
